Compound activity deposited in PubChem by NCI.
Growth percent in the NCI-60 one-dose screen (48 h, 10 µM unless noted): 100 = growth as untreated, 0 = no growth, -100 = all killed.
RPMI-8226: RPMI-8226 leukemia cells | actives 7.5% (n = 77,000) | AID 1794781
K-562: K-562 leukemia; actives 7.4% (n = 78,000); AID 1794777
MCF7: MCF7 breast cancer; actives 6.3% (n = 82,000); AID 1794796
SR: SR leukemia cells; actives 8.7% (n = 73,000); AID 1794780
MDA-MB-435: MDA-MB-435 melanoma | actives 7.8% (n = 82,000) | AID 1794794
MOLT-4: MOLT-4 leukemia cells. actives 6.9% (n = 80,000)
MDA-MB-468: MDA-MB-468 breast cancer; actives 8.5% (n = 78,000)
MDA-MB-231: MDA-MB-231 breast cancer | actives 5% (n = 81,000)
An asterisk follows results filed as active; nt = not tested or not shown; & = joins results of further samples; [ ] = remark or other dose. Rule for the calls: active = growth percent below 10; inactive = the rest.

SMILES	RPMI-8226	K-562	MCF7	SR	MDA-MB-435	MOLT-4	MDA-MB-468	MDA-MB-231
COc1ccc(C2NC(=O)Nc3c2c(=O)n(-c2ccccc2)c2ccccc32)cc1 (stereo not given)	63.4	101.0	72.3	85.4	121.9	72.9	95.8	84.0
O=c1nc(NO)[nH]c(=O)n1Cc1ccc(F)cc1	105.0	98.1	94.3	102.5	102.5	103.2	106.8	122.5
CC(=O)OCC1OC(OC2=C(CC=C(Cl)Cl)C(=O)c3ccccc3C2=O)C(OC(C)=O)C(OC(C)=O)C1OC(C)=O (stereo not given)	9.9*	-12.5*	19.9	-3.6*	89.9	-21.1*	-61.7*	69.5
Nc1cc(F)ccc1NC(=O)c1ccc(NC(=O)C/C=C/c2cccnc2)cn1	-3.1*	20.0	5.2*	24.6	13.7	24.7	-27.4*	45.3
C#Cc1cccc(NC(=O)Nc2ccc(NC(=O)CCl)cc2)c1	-37.1*[8.25 µM]	3.4*[8.25 µM]	14.1[8.25 µM]	-36.4*[8.25 µM]	21.7[8.25 µM]	-9.8*[8.25 µM]	-53.7*[8.25 µM]	-72.6*[8.25 µM]
CNC(=S)NNC(=O)C1CC1	98.9	92.9	96.9	67.5	114.1	85.1	108.2	114.1
CN(C)CCOC(=O)Nc1nc2ccc(Sc3ccccc3)cc2[nH]1	19.2	15.7	22.7	22.0	-54.2*	41.0	2.0*	47.8
Ic1ccc(CCc2ccc(I)cc2)cc1	99.6	114.9	100.3	98.3	99.8	104.7	92.7	114.7
c1ccc(Nc2nnc(-c3cc(-c4cccnc4)n(-c4ccccc4)n3)s2)cc1	nt	36.1	95.7	67.1	80.7	56.5	103.9	35.6
N/N=C(\c1ccccc1)c1ccc(Cl)cc1	109.0	101.7	98.3	105.3	96.5	101.8	109.3	105.5
O=C1c2ccccc2C(=O)N1CCO	105.3&117.5	93.7&104.5	95.4&99.3	82.3&108.8	101.0&105.6	92.5&103.2	110.5&97.0	109.1&105.1
COc1cc(N2C(=O)[C@H](Cl)C2c2ccc(SC)cc2)cc(OC)c1OC (stereo not given in full)	3.6*	4.9*	12.4	2.0*	-26.3*	7.9*	-9.3*	29.3
CC(N1CN2C[C@H](C)N3CN(C(C)C45CC6CC(CC(C6)C4)C5)CN4C[C@@H](C)N(C1)C2C43)C12CC3CC(CC(C3)C1)C2 (stereo not given in full)	108.9	94.2	94.7	87.7	102.7	94.0	102.9	114.4
CC(C)(C)c1ccc(/C=N/NC(=O)c2ccc(-n3cc(-c4ccccc4)nn3)cc2)cc1	101.6	64.8	94.1	86.3	104.2	95.2	95.9	101.4
O=C(N/N=C/c1ccccc1Cl)c1cccc2ccccc12	nt	93.7	90.9	nt	105.2	112.2	nt	104.6
CCOC(=O)c1cc(C(=O)c2ccc(F)cc2F)n2ncccc12	93.8	90.8	99.4	72.3	104.5	74.3	110.8	97.4
CSc1nnc2n(Cc3ccccc3)c(=O)c3c4c(sc3n12)CCCC4	84.9	102.5	105.6	111.6	109.6	103.2	nt	101.5
CC(=O)C(Cl)C(=O)c1c(C)[nH]n(-c2ccccc2)c1=O (stereo not given)	113.2	88.4	92.5	89.2	100.9	77.0	94.3	110.5
COc1ccc(C2NC(=O)C(C#N)c3c2sc2c(F)cccc32)c(OC)c1 (stereo not given)	nt	23.9	24.5	13.9	-28.7*	71.4	24.3	72.7
CS(=O)(=O)Oc1ccc(NC(=O)C23CC4CC(CC(C4)C2)C3)cc1	97.9	80.1	89.0	80.1	106.1	89.1	102.1	94.8
CCC(=O)N1CCNc2nc(N)[nH]c(=O)c21	111.1	88.4	105.1	107.4	110.2	101.3	110.7	102.1
Cn1nc(C(F)(F)F)cc1-c1cc(Cl)c(OCc2ccc(Cl)cc2)c(-c2ccc(Cl)c(C(F)(F)F)c2)c1O	-21.8*	8.2*	3.3*	17.6	1.4*	-14.2*	-16.1*	-21.8*
O=C1c2ccccc2C(Br)c2ccccc21	81.9	97.6	101.3	81.7	88.0	91.3	98.1	97.9
Cc1ccc2nc(NC(=O)CSc3nc4c(c(=O)n3-c3ccccc3)SCC4)sc2c1	100.4	89.2	98.2	94.7	109.4	77.6	104.6	99.1
COc1cc(-c2cn(-c3ccc(Cl)c(Cl)c3)c(=O)[nH]2)cc(OC)c1OC	99.3	84.3	87.7	31.0	96.4	85.1	nt	71.5

Additional results follow.
SMILES	RPMI-8226	K-562	MCF7	SR	MDA-MB-435	MOLT-4	MDA-MB-468	MDA-MB-231
Cn1cc(-c2csc(-c3cn(C(=O)OC(C)(C)C)c4ccc(Cl)cc34)n2)c2cccnc21	98.7	113.5	90.6	nt	105.1	97.9	116.6	86.7
CC(C)(C)n1cc(-c2ccnc(NCCNS(=O)(=O)c3ccc(Br)cc3)c2)c(-c2cccc(F)c2)n1	75.3	51.5	73.8	39.4	96.1	75.8	84.7	89.0
O=C(/C=C/c1ccc(Br)cc1)c1ccc(NC(=O)N2CCN(c3cc4c(cc3F)c(=O)c(C(=O)O)cn4C3CC3)CC2)cc1	98.6	97.4	89.8	82.4	102.7	105.1	104.1	98.3
Cc1ccc(OCC(=O)O)c(C)c1	105.4	93.3	101.6	95.4	110.6	93.4	95.7	95.5
COc1cc(C2OC34CCCCC3C(C#N)(C(=N)O4)C2(C#N)C#N)ccc1O (stereo not given)	105.6	93.7	96.5	75.0	108.7	93.0	81.8	90.1
C=CCOC(=O)Cc1cccc2ccccc12	100.6	94.0	99.3	88.3	119.2	106.7	105.5	104.9
COc1ccc(C(=O)C[n+]2cccc(Br)c2)cc1	112.9	101.5	89.7	119.5	106.6	104.0	103.1	104.9
COc1ccc(-c2nn(-c3cccc(Cl)c3)cc2/C=C/C(=O)c2ccccc2)cc1	nt	89.5	94.0	74.3	107.9	75.8	99.4	100.1
O=C(O)c1ccc(-n2cc(CNc3ccc(OC(F)(F)F)c(C(F)(F)F)c3)c(-c3ccc(F)cc3)n2)cc1	92.7	93.6	78.9	86.3	105.2	82.3	109.0	94.0
COC(=O)[C@]12CC[C@@H](C)[C@H](C)[C@@H]1C1=CC[C@@H]3[C@@]4(C)C(C=O)=C[C@@](C)(COC(=O)c5ccco5)[C@@H]4C(=O)C[C@@]3(C)[C@]1(C)CC2	14.6	22.7	20.4	32.5	-10.1*	nt	9.8*	39.4
O=C1c2ccccc2-c2c1c1cnccc1c(=O)n2C[C@H](O)CO	nt	98.8	59.3	78.9	96.9	95.2	84.4	98.0
Cc1ccc(S(=O)(=O)NCCCNc2nccc(-c3c(-c4ccccc4)nc4sccn34)n2)cc1	25.6	15.9	42.8	33.9	34.0	43.5	53.8	18.3
O=C1C(Cl)=C(NCCc2ccccc2)C(=O)c2ccccc21	nt	79.8	87.7	74.8	113.9	96.8	101.6	92.8
NC(=Nc1ccccc1)SCCS(=O)(=O)O	115.9	100.0	100.6	87.9	105.7	73.6	103.3	104.7
Cc1ccc(S(=O)(=O)NNC(=O)c2cc3c([nH]c4ccccc43)c(-c3cccc(O)c3)n2)cc1	70.5	67.8	48.5	69.5	62.0	68.7	81.0	66.6
CC(=O)Oc1c(Br)c(Br)c(Br)c(Br)c1Br	nt	100.3	98.7	100.1	104.9	87.3	92.7	90.8
CC1(C)CC(=O)c2c(ccc(C(=O)C[C@@H](N)CO)c2N)O1	0.0*	25.9	8.5*	14.7	39.5	21.0	5.3*	20.4
CC[n+]1ccc(C(=O)OC)cc1	131.9	80.9	103.4	77.6	105.7	74.8	113.5	106.3
COc1ccc(/C=C/C(=O)c2cc3c(N)c(C(=O)Nc4cccc5ccccc45)sc3nc2C)cc1	33.4	28.8	13.5	44.1	-18.8*	100.0	58.5	93.0
COc1cc(-c2nc(SC(C)C)nc(Nc3ccc(S(N)(=O)=O)cc3)c2C#N)cc(OC)c1OC	86.7	85.5	94.8	65.4	92.9	69.7	105.5	86.8
COc1ccc(OCCSc2nc3sc4c(c3c(=O)[nH]2)CCCC4)cc1	107.1	89.1	97.1	95.4	101.0	83.8	95.0	106.9
CCCCn1c(=O)c(/C=C/C(=O)/C=C(/C=C/c2cc3cc(Cl)ccc3n(CCCC)c2=O)OB(F)F)cc2cc(Cl)ccc21	nt	91.7	88.9	91.4	91.8	93.6	110.4	94.1
NNC(=O)c1cccc(C(=O)NN)n1	103.3	108.9	91.9	104.6	110.5	100.6	121.3	95.7
Cc1csc(N=Nc2ccc(N(C)C)cc2)[n+]1[O-]	95.8	95.1	76.6	93.4	88.4	110.4	70.2	111.6
COc1ccc(C(=O)c2cc(OC)c(OC)c(OC)c2OC)cc1O	44.7	27.6	17.5	26.4	-24.0*	44.2	29.7	56.0

Carrying on.
SMILES	RPMI-8226	K-562	MCF7	SR	MDA-MB-435	MOLT-4	MDA-MB-468	MDA-MB-231
COc1cccc(-n2nc(C(=O)NCc3ccccc3C)nc2-c2cc(OC)c(OC)c(OC)c2)c1	95.7	90.8	82.1	65.8	85.8	80.0	90.1	73.5
COC(=O)c1cc(=O)n(Cc2ccco2)c(=Nc2ccccc2)s1	72.7	65.6	51.2	51.5	88.2	83.4	97.8	85.1
CCOC(=O)C1NC(=O)NC1C(=O)OCC (stereo not given)	110.1	116.8	94.5	112.6	108.2	127.1	112.9	129.7
CCC(CO)NC(Cc1ccccc1)c1ccc(OC)cc1 (stereo not given)	92.6	95.5	91.7	102.4	105.7	98.7	98.6	100.3
CC(C)(Sc1cc(C(C)(C)C)c(OC(=O)CCCC(=O)O)c(C(C)(C)C)c1)Sc1cc(C(C)(C)C)c(OC(=O)CCCC(=O)O)c(C(C)(C)C)c1	21.9	35.1	30.0	61.6	27.8	26.6	54.1	57.8
CCn1cc(C(=O)O)c(=O)c2cc(F)c(N3CCN(C(=O)CSc4nc(N)cc(N)n4)CC3)cc21	103.1	98.1	96.7	95.5	113.8	100.6	87.8	103.4
N=C(N)c1ccc(-c2ccc(-c3ccc(Cl)c(Cl)c3)s2)nc1	-8.1*	-23.4*	-64.6*	3.8*	10.8	-26.3*	-65.4*	-27.1*
O=C(O)C(c1ccccc1)C(O)C1CCCC1 (stereo not given)	105.9	88.5	93.9	90.2	107.8	93.1	116.6	101.0
COc1cc(C2CC(=O)N(c3ccc(F)cc3)C3=C2C(=O)OC3)cc(OC)c1OC (stereo not given)	97.6	106.0	94.9	98.3	104.3	99.0	95.0	109.0
CCN(CC)CCN1CNC(=S)NC1	99.2	102.2	98.4	96.4	108.6	97.1	99.7	114.1
Cc1ccc(C=O)s1	111.5	105.4	87.9	130.6	98.0	103.5	100.0	100.0
CCC(=O)N1C/C(=C/c2ccc(Br)cc2)C(=O)/C(=C/c2ccc(Br)cc2)C1	-28.2*	0.6*	-16.1*	-35.6*	-63.0*	-15.1*	-91.5*	-46.7*
C/C(=N\O)c1ccc(NC(=O)CSc2nnc(-c3cc(-c4ccc(S(C)(=O)=O)cc4)nc4ccccc34)n2-c2ccccc2)cc1	48.2	73.4	85.6	62.4	93.5	57.9	92.6	76.9
CCOC(=O)c1ccc(N2C(=O)C(Cl)=C(Nc3cccc(C(F)(F)F)c3)C2=O)cc1	91.2	87.4	86.6	59.2	100.3	84.5	92.8	94.4
O=C1[C@H]2Cc3c([nH]c4ccccc34)[C@H](c3ccc(Br)cc3)N2C(=O)CN1C1CCN(Cc2c(F)cccc2F)CC1	76.8	71.3	72.9	93.6	93.0	70.2	100.8	77.4
Nc1nc(C(=O)NNC(=O)Nc2ccccc2)nn1-c1ccc(S(N)(=O)=O)cc1	100.7	105.3	102.6	83.9	99.5	93.5	90.1	79.5
NC(=O)c1[nH]cnc1/N=N/N(CCO)Cc1ccccc1	87.2	68.9	90.2	94.2	98.2	100.2	82.0	109.6
O=Cc1ccc(N=Nc2ccc(C=O)c(S(=O)(=O)O)c2)cc1S(=O)(=O)O	109.2	111.0	101.7	109.4	105.0	111.5	121.7	118.6
C/C(=N\NC(N)=S)c1nnn(-c2ccc([N+](=O)[O-])cc2)c1C	102.6	118.8	91.9	110.1	102.3	104.6	89.3	96.2
CC(C)(C)S/C(Nc1ccccc1)=C(\C#N)C(=O)Nc1ccccc1	95.3	95.9	100.0	82.3	104.0	69.7	92.8	98.5
Nc1ncc([N+](=O)[O-])cn1	98.6	107.7	98.1	104.2	112.5	105.1	96.2	98.4

Structures shown so far that contain an NH in an aromatic ring, in the order listed:
SMILES	RPMI-8226	K-562	MCF7	SR	MDA-MB-435	MOLT-4	MDA-MB-468	MDA-MB-231
O=c1nc(NO)[nH]c(=O)n1Cc1ccc(F)cc1	105.0	98.1	94.3	102.5	102.5	103.2	106.8	122.5
CN(C)CCOC(=O)Nc1nc2ccc(Sc3ccccc3)cc2[nH]1	19.2	15.7	22.7	22.0	-54.2*	41.0	2.0*	47.8
CC(=O)C(Cl)C(=O)c1c(C)[nH]n(-c2ccccc2)c1=O (stereo not given)	113.2	88.4	92.5	89.2	100.9	77.0	94.3	110.5
CCC(=O)N1CCNc2nc(N)[nH]c(=O)c21	111.1	88.4	105.1	107.4	110.2	101.3	110.7	102.1
COc1cc(-c2cn(-c3ccc(Cl)c(Cl)c3)c(=O)[nH]2)cc(OC)c1OC	99.3	84.3	87.7	31.0	96.4	85.1	nt	71.5
Cc1ccc(S(=O)(=O)NNC(=O)c2cc3c([nH]c4ccccc43)c(-c3cccc(O)c3)n2)cc1	70.5	67.8	48.5	69.5	62.0	68.7	81.0	66.6
COc1ccc(OCCSc2nc3sc4c(c3c(=O)[nH]2)CCCC4)cc1	107.1	89.1	97.1	95.4	101.0	83.8	95.0	106.9
O=C1[C@H]2Cc3c([nH]c4ccccc34)[C@H](c3ccc(Br)cc3)N2C(=O)CN1C1CCN(Cc2c(F)cccc2F)CC1	76.8	71.3	72.9	93.6	93.0	70.2	100.8	77.4
NC(=O)c1[nH]cnc1/N=N/N(CCO)Cc1ccccc1	87.2	68.9	90.2	94.2	98.2	100.2	82.0	109.6

Rows are unselected; overall some 15% were active at least once.
